TEAD-YAP block: TEAD-YAP interaction inhibition; HEK-TIYL cells, TEAD-Gal4/YAP UAS-luciferase luminescence; AID 1259422; inhibition, % at 9.12 µM; 640,000 tested, 1.4% active; in the data active = inhibition above about 32%;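 note: 0% = median of test compound wells and 100% = reference inhibitor wells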
GPR151 activ: activates the human receptor GPR151 | activation, % at 11.2 µM | AID 1508602 | PathHunter beta-arrestin GPR151 cells, luminescence | 650,000 tested, 1% active; in the data active = activation above about 4.9%;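 note: 0% = median of compound wells and 100% = cells with positive control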
Target sequence (Q8TDV0 whole entry, looked up): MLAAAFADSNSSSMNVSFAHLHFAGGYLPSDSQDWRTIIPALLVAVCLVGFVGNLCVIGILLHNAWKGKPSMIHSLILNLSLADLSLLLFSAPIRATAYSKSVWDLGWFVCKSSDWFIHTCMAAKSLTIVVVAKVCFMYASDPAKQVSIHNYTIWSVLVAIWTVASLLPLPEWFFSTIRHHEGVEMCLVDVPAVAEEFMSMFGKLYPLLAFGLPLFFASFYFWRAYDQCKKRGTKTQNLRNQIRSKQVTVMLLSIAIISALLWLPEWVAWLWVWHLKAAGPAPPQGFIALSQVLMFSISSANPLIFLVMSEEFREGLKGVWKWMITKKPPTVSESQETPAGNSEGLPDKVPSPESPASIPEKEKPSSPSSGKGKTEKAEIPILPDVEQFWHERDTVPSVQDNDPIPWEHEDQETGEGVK
MITF inh: blocks human microphthalmia-associated transcription factor. 650,000 tested, 0.91% active. AlphaScreen MITF homodimerization, bead proximity signal. inhibition, % at 2.6 µM. O75030; in the data active = inhibition above about 50%;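 note: 0% = vehicle wells with protein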
Target sequence (O75030 whole entry, looked up): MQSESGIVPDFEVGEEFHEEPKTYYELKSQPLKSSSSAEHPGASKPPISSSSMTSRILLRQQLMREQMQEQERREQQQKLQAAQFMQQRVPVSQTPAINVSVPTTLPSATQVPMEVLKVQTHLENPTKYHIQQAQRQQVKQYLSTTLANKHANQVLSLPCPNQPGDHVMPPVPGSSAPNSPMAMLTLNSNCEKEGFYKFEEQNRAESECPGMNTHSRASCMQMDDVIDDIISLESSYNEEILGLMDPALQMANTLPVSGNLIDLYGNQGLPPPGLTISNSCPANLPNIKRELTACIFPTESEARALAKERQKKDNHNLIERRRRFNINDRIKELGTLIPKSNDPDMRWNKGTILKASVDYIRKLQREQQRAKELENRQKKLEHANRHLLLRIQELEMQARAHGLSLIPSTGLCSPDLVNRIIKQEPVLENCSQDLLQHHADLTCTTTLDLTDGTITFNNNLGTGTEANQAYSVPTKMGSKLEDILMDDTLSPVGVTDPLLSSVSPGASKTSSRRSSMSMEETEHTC
FBW7 act: activators of human E3 ligase FBW7; 650,000 tested, 0.13% active; AlphaScreen FBW7–phospho-cyclin E peptide binding, activator screen; Q969H0; AID 1259310; normalized activity (activation), % at 26.1 µM; in the data active = normalized activity above about 1.9%;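 note: purified mutant Fbw7 with reduced substrate affinity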
* = called active by the depositor.

#	SMILES	TEAD-YAP block	GPR151 activ	MITF inh	FBW7 act
1	Cc1ccc(CN=c2c([N+](=O)[O-])nn(-c3cccc(C)c3)n2O)cc1	-4	-0.4	21	-0.6
2	CCN1CCN(CC#CCOc2ccccc2OC)CC1	7	9.7*	82*	0.1
3	Fc1ccccc1N1CCN(c2nc3ccccc3c3nc(-c4cccnc4)nn23)CC1	-1	0.2	7	0.9
4	CCCN1CCN(CCCNC(=O)CN2N=C(c3ccccc3)CCC2=O)CC1	0	-1.8	-18	0.3
5	Cc1ccc(CNCc2c(C(=O)O)c(C)n(Cc3ccc(Cl)cc3)c2C)cc1	4	-0.3	3	-0.1
6	Cc1ccc(F)cc1NC(=O)c1sc2ncnc(N(C)c3ccccc3)c2c1C	-24	-0.9	3	0.0
7	CCN(CC)C(=O)CCS(=O)(=O)c1cc2c(cc1Cl)NC(=O)CO2	0	-0.3	13	0.2
8	CCOc1ccccc1C(=O)Nc1ccc(N(C)C(C)=O)cc1	4	-0.2	6	0.0
9	C/C(=N\c1ccccn1)c1c(O)c2ccccc2oc1=O	0	-1.8	6	0.1
10	OCCNc1nc(N2CCN(Cc3ccccc3)CC2)nc2c1cnn2-c1ccc(F)cc1	-2	0.3	7	0.0
11	CCOC(=O)c1c(/N=c2\oc3ccccc3cc2C(=O)Nc2ccccc2)sc2c1CCCC2	-38	3.8	10	0.0
12	COc1ccc(NC=C2C(=O)OC(C)(C)OC2=O)c(OC)c1	-59	0.3	-8	-0.5
13	Brc1ccc(-n2nnnc2-c2nc3ccccc3[nH]2)cc1	-22	-1.8	18	0.6
14	CC(=O)N1CCN(c2ccnc3c2c(=O)n(Cc2cccc(F)c2)c(=O)n3C)CC1	-6	-1.0	-2	-0.1
15	CSCSC1=C(C#N)C(c2ccc(Cl)cc2)C(C(C)=O)=C(C)N1 (stereo not given)	-21	-0.4	-8	-0.1
16	CC(C)(CNC(=O)CCc1nnc(-c2ccccc2)o1)N1CCOCC1	-2	-1.5	-3	-0.1
17	O=C(NCc1nc(-c2cccnc2)n[nH]1)c1ccc(Cl)nc1	-3	-0.6	19	0.1
18	Cc1c(NC(=O)Nc2ccc(Br)cc2)c(=O)n(-c2ccccc2)n1C	3	1.5	-9	0.0
19	O=C(CCc1cn[nH]c1)N1CCC(CO)(Cc2ccc(Cl)cc2)CC1	-3	-0.1	5	0.1
20	O=C(CSc1cccc[n+]1[O-])Nc1ccc2[nH]c(=O)[nH]c2c1	2	0.0	8	-0.1

Carrying on:
#	SMILES	TEAD-YAP block	GPR151 activ	MITF inh	FBW7 act
21	Cc1ccc2cc(-c3ccccn3)[nH]c2c1	-40	-6.6	14	0.2
22	CCOc1ccc(NS(=O)(=O)c2ccc3[nH]c(=O)sc3c2)cc1	-1	-0.2	-5	0.0
23	CC1CCN(c2c(NCC3CCC(C(=O)NCc4ccccn4)CC3)c(=O)c2=O)CC1 (stereo not given)	-4	0.4	10	-0.1
24	O=C(Nc1cc(Cl)ccc1Cl)c1cc(S(=O)(=O)N2CCCCC2)ccc1F	6	0.6	5	0.0
25	Cc1cc(C)c(CN2CCc3nnc(CCNC(=O)c4cccnc4)n3CC2)cc1C	9	0.5	9	0.2
26	CCOC(=O)c1sc2ncnc(NC3CCN(C(=O)OCC)CC3)c2c1C	-12	1.0	3	0.1
27	CCCCn1c(CNC(=O)c2ccco2)nnc1SC(C)C(=O)Nc1sc2c(c1C(=O)OCC)CCCC2 (stereo not given)	5	0.6	-17	-0.1
28	COc1ccc(N(C(C)C(=O)Nc2ccc(F)cc2)S(C)(=O)=O)cc1 (stereo not given)	-5	-1.0	-14	0.1
29	CC(C)n1cnc2c(Nc3ccc(N4CCOCC4)cc3)nc(N3CCN(c4ccccn4)CC3)nc21	25	1.3	7	-0.3
30	COc1ccc(S(=O)(=O)N2CCC(Cc3ccccc3)CC2)cc1	4	1.1	9	0.1
31	N/C(=N\OC(=O)c1cccc(I)c1)c1cccc([N+](=O)[O-])c1	-4	0.2	15	0.1
32	CN(C)S(=O)(=O)Nc1ccc([N+](=O)[O-])cc1[N+](=O)[O-]	20	-1.6	5	0.6
33	NC(=O)Cc1cn(-c2ccc(N3CCC(N4CCOCC4)CC3)nn2)c2ccccc12	-11	1.6	-2	0.0
34	COc1ccc(C2=N/C(=C\c3coc4c(Cl)cc(Cl)cc4c3=O)C(=O)O2)cc1[N+](=O)[O-]	-3	1.2	8	-0.1
35	CC(Nc1nc(-c2ccccc2)c2cc([N+](=O)[O-])ccc2n1)C(=O)O (stereo not given)	-2	0.2	5	0.2
36	Fc1ccc(Nc2ncnc3ccccc23)c(F)c1	4	-1.9	5	0.2
37	N#CC(=C1CCCC1)c1nc(-c2ccc(Br)cc2)cs1	1	-0.3	0	0.0
38	CC1=C(C(=O)OC2CCCC2)C(c2cccnc2)C2=C(CC(c3ccccc3)CC2=O)N1 (stereo not given)	22	-0.2	9	0.3
39	CCOc1ccccc1CN1CCN(Cc2ccc(F)cc2F)CC1CCO (stereo not given)	0	2.7	6	-0.1
40	COC(=O)Nc1ccc(S(=O)(=O)Nc2nc(C)cc(C)n2)cc1	-9	-0.9	26	0.1

Remaining list, next part.
#	SMILES	TEAD-YAP block	GPR151 activ	MITF inh	FBW7 act
41	Cc1sc2ncn(CC(=O)Nc3ccccn3)c(=O)c2c1S(=O)(=O)N1CCOCC1	-6	-0.3	10	0.0
42	CCCN1C(=O)C(C)(C)COc2cc(NC(=O)Nc3ccc4c(c3)OCO4)ccc21	-30	-0.1	11	-0.3
43	CCc1ccc(S(=O)(=O)c2nnn3c2nc(N)c2sccc23)cc1	7	1.5	1	-0.1
44	O=C(O)c1cc(Br)ccc1NS(=O)(=O)c1ccc(Cl)cc1	-8	0.8	-6	-0.2
45	O=C(NNC(=O)c1ccncc1)Nc1ccccc1	3	-0.5	0	0.1
46	Cc1cccc(C)c1NC(=O)COC(=O)c1ccc([N+](=O)[O-])o1	3	-1.4	10	-0.1
47	CC(=O)Nc1cccc2ccc(O)cc12	0	-1.3	1	0.3
48	COCCNc1nc2cc(OC)c(OC)cc2c2nc(-c3ccccc3)nn12	-10	-0.3	-9	0.2
49	COc1cc(C(=O)NC(C)(C)C)ccc1OC(C)C	-4	-1.5	14	0.8
50	CS(=O)(=O)c1cnc2ncnn2c1C1CCCN(C(=O)CC2CCCC2)C1 (stereo not given)	0	3.2	2	-0.1
51	O=S(=O)(c1ccc(-c2ccco2)cc1)C1CCN(c2ncnc3nc[nH]c23)CC1	3	1.6	9	-0.2
52	COc1ccc(OC)c(NC(=O)CCS(=O)(=O)c2ccccc2)c1	-10	-1.2	-7	-0.1
53	CCOc1ccc(NC(=O)Cn2c(SCC)nc3ccccc32)cc1	19	1.5	-5	-0.2
54	Cc1ccc(NC(=O)C(CC(=O)O)NCc2ccco2)cc1 (stereo not given)	-6	7.6*	-5	0.1
55	CCn1c(C(=O)N2CCC(C(=O)N3CCCCC3)CC2)cc2sccc21	2	0.2	3	0.0
56	CC1=CC(C)C(COC(=O)Nc2ccccc2)(COC(=O)Nc2ccccc2)C(C)C1 (stereo not given)	-2	1.2	-8	0.0
57	CC(C)c1ccc(Nc2ncnc3c2cnn3-c2ccccc2)cc1	-5	1.6	2	0.2
58	Cc1nc2ccccc2c(=O)n1-c1cccc(NC(=O)c2ccc(Cl)cc2)c1	-4	0.7	15	0.0
59	Cc1ccccc1CN1C(=O)C(C)Oc2cccnc21 (stereo not given)	-8	2.3	-9	-0.1
60	OCc1cnc(SCc2cccc3ccccc23)n1Cc1ccc2c(c1)OCO2	0	-0.6	-1	0.0

Next section
#	SMILES	TEAD-YAP block	GPR151 activ	MITF inh	FBW7 act
61	COc1ccc(N2CCN(S(=O)(=O)c3cccc(OC)c3)CC2)cc1	-5	4.0	10	0.0
62	CCSc1ncc(Cl)c(C(=O)Nc2ccccc2F)n1	0	-1.4	0	-0.1
63	CN(C)C1(CNCc2c(C(=O)N3CCOCC3)nc3ccccn23)CCCCC1	11	0.2	-6	0.1
64	N#C/C(=C\c1ccc(Cl)c([N+](=O)[O-])c1)c1nc2ccccc2s1	0	-0.4	5	0.0
65	COC(=O)c1nnn(-c2nonc2N)c1CSc1nc(C)cc(C)n1	5	-1.1	1	0.0
66	O=S(=O)(Nc1cccc(-c2ccc3nncn3n2)c1)c1cccs1	-9	1.2	-10	0.2
67	COc1ccc(CN2C(=O)CC(C(=O)Nc3ccc(F)cc3)SC2=Nc2ccccc2)cc1 (stereo not given)	-3	-1.4	7	0.6
68	Cc1cccc(NC(=O)CCn2cnc3c(cnn3-c3ccc(F)cc3)c2=O)n1	0	0.5	-6	0.0
69	CCCCN(C)c1ccc(C(=O)OC)cc1NC(=S)Nc1cccc(C)c1	-34	0.0	45	-0.1
70	CN1CCN(c2ccc(-c3nc(NCc4ccccc4)c4ncn(-c5ccccc5)c4n3)cc2)CC1	-3	-0.2	8	0.6
71	COc1ccc(/C(N)=N/OC(=O)COc2ccccc2Cl)cc1	-18	-0.8	-4	0.2
72	COc1ccc(C2C(C(C)=O)=C(O)C(=O)N2CCCn2ccnc2)c(OC)c1 (stereo not given)	-7	-1.6	20	0.4
73	Cc1ccccc1NC(=O)N1CCC(C(N)=O)(N2CCCCC2)CC1	-1	1.5	-1	0.3
74	COc1cc2nc(-c3cccc(OC(C)=O)c3)oc(=O)c2cc1OC	5	-0.1	14	-0.1
75	Cc1cc(Nc2ccc(N3CCOCC3)cc2)nc(Cl)n1	17	0.3	1	-0.1
76	COc1ccc(CN2CCN(c3ncccn3)CC2)cc1	7	0.4	8	-0.6
77	Fc1cccc(Br)c1C1CC(c2cccnc2)Nc2ncnn21 (stereo not given)	-5	-1.1	-8	0.1
78	Cc1ccc(OCc2nnc(SCC(=O)N3CCCC(C)C3)n2C)cc1 (stereo not given)	1	-0.8	-5	0.1
79	CC1Cc2ccccc2N1C(=O)COC(=O)/C(C#N)=C/c1ccc(N(C)C)cc1 (stereo not given)	6	-2.1	11	0.2
80	CCOC(=O)/C(C#N)=C/c1ccccc1O	8	-1.0	17	0.2

The list goes on:
#	SMILES	TEAD-YAP block	GPR151 activ	MITF inh	FBW7 act
81	CCN1CCN(C(=O)c2nn(-c3ccc(OC)cc3OC)c(=O)c3ccccc23)CC1	2	0.8	2	-0.1
82	O=C(c1nc2ccccn2c1CN1CCCCC1CCc1ccccn1)N1CCOCC1 (stereo not given)	8	-0.3	-8	-0.1
83	COC(=O)CSc1nc2cc(OC)c(OC)cc2cc1C#N	-68	2.2	9	0.2
84	C=CCN1C(=O)C(CC(=O)Nc2cccc(C(C)=O)c2)SC1=Nc1ccc(OC)cc1 (stereo not given)	5	5.7*	-4	-0.1
85	Cc1cc(-c2cnc(C)nc2C2CCCN(C(=O)C(C)C)C2)on1 (stereo not given)	-5	-0.1	3	-0.2
86	O=C(N/N=C/c1cc(Cl)ccc1O)c1cc(-c2ccccc2)n[nH]1	23	5.6*	-33	-0.1
87	CC12CCC(C(=O)NNC(=O)COc3ccccc3)(OC1=O)C2(C)C (stereo not given)	-2	0.1	3	0.0
88	Cc1ccc(C(=O)COc2cc(OCC(=O)c3ccc(C)cc3)c3c(C)cc(=O)oc3c2)cc1	12	-1.0	19	0.2
89	COC(=O)c1ccc(NC(=O)C(C)(C)Oc2ccc(Cl)cc2)cc1	7	2.3	24	1.1
90	CCCC1=C(C(=O)OCC)C(c2cc(Br)cs2)C(C#N)=C(N)O1 (stereo not given)	-4	0.0	17	0.1
91	CN(CC1CCCN1C)C(=O)Cn1nnnc1CN1CCCCCC1 (stereo not given)	9	1.5	6	0.3
